Source: PubChem (National Center for Advancing Translational Sciences (NCATS))
Luc counter = Counterscreen for Luciferase (Kinase-Glo TM) Inhibition; Luciferin 4-monooxygenase (Photuris pensylvanica), Q27757; Kinase-Glo luciferase, ATP luminescence, 8 min; Potency, µM (series often up to 38.3 µM), inactives show at the highest dose activity change, negative = inhibition, actives largely listed as inhibitors; 200,000 tested, 0.28% active; AID 1379, 2008; note: % is set by controls: 0 for no effect and ±100 for the full control effect; nearly all actives have a fitted effect of over 60% in size
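Inhibition of Kinase-Glo luciferase light generation was assessed at 10 uM ATP in pH 7.2 imidazole buffer, with luminescence measured after eight minutes at ambient temperature.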
GoLoco inh red = qHTS Assay for Inhibitors of RGS12 GoLoco Motif Activity (Red Fluorophore) | Guanine nucleotide-binding protein G(i) subunit alpha-1 (Homo sapiens), P63096 | Gai1:RGS12 GoLoco peptide FP, rhodamine, 10 min | Potency, µM (highest dose often 61.6 µM), without a hit: at the highest dose activity, negative = inhibition, most hits filed as inhibitors | 230,000 tested, 0.44% active; active = well fitted inhibition curve with a large enough effect, not every such curve was filed as active; inactive = no such curve, though single readings can be large or run the other way; note: % is set by controls: 0 for no effect and ±100 for the full control effect; nearly all actives have a fitted effect of over 30% in size; many of its hits are not listed in these tables
Target sequence (P63096 whole entry, looked up): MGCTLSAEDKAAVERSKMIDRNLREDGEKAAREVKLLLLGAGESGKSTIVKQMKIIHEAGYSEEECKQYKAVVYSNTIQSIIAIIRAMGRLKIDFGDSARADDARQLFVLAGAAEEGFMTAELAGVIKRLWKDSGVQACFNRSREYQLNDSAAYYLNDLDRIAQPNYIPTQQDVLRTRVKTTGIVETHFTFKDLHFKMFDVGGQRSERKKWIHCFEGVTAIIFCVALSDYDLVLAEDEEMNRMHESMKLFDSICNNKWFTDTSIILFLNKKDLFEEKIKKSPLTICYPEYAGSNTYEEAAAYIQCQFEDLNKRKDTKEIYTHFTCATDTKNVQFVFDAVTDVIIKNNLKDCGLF
SMN2 splice up = qHTS Assay for Enhancers of SMN2 Splice Variant Expression | HEK293 SMN2-luciferase splicing reporter, luminescence, 30-36 h | Potency, µM (series often up to 46.1 µM), inactives show at the top dose activity change, positive = activation, actives largely listed as activators | 210,000 tested, 2.8% active | AID 1458, 2008; note: % of control where 0% means no effect; nearly all actives have a fitted effect of over 55% in size
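HEK293 cells carry an SMN2 […]–luciferase reporter in which exon 7 inclusion puts luciferase in frame. Cells were plated 10-12 h before compound addition, then incubated 30-36 h at 37C. ONE-Glo luminescence was read; sodium butyrate at 4.5 mM final served as control.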
NPSR antagonist = qHTS Assay for Antagonists of the Neuropeptide S Receptor: cAMP Signal Transduction; CHO-NPSR cells, cAMP TR-FRET, antagonist mode; Potency, µM (titrated, usually from 38.3 µM), for the others: at the top dose activity change, negative = inhibition, usual class: inhibitors; 220,000 tested, 1% active; AID 1461, 2008; note: % is set by controls: 0 for no effect and ±100 for the full control effect; nearly all actives have a fitted effect of over 50% in size; many of its hits are not listed in these tables
JMJD2E inh = qHTS Assay for Inhibitors of Human Jumonji Domain Containing 2E (JMJD2E) | JMJD2E catalytic domain, FDH-coupled NADH fluorescence (FDH is formaldehyde dehydrogenase) | 230,000 tested, 1.6% active | Lysine-specific demethylase 4E (Homo sapiens), B2RXH2 | Potency, µM (doses to about 57.1 µM), for inactives: top-dose activity change, negative = inhibition, most hits filed as inhibitors; active = well fitted inhibition curve with a large enough effect, not every such curve was filed as active; inconclusive = small, poorly fitted or top-dose-only effect, or another doubt; inactive = no such curve, though single readings can be large or run the other way;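 note: 0% = wells with enzyme and -100% = buffer wells without enzyme; nearly all actives have a fitted effect of over 50% in size; many of its hits are not listed in these tables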
RECQ1 helicase = qHTS Assay for Inhibitors of RecQ-Like Dna Helicase 1 (RECQ1); RECQ1 DNA unwinding, red fluorescence kinetic read; 240,000 tested, 0.54% active; Potency, µM (highest dose often 57.3 µM), for inactives: at the top dose activity, negative = inhibition, hits mostly inhibitors;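 note: plate controls were vehicle for no effect and no enzyme for full effect; nearly all actives have a fitted effect of over 30% in size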
Target sequence (P46063 whole entry, looked up): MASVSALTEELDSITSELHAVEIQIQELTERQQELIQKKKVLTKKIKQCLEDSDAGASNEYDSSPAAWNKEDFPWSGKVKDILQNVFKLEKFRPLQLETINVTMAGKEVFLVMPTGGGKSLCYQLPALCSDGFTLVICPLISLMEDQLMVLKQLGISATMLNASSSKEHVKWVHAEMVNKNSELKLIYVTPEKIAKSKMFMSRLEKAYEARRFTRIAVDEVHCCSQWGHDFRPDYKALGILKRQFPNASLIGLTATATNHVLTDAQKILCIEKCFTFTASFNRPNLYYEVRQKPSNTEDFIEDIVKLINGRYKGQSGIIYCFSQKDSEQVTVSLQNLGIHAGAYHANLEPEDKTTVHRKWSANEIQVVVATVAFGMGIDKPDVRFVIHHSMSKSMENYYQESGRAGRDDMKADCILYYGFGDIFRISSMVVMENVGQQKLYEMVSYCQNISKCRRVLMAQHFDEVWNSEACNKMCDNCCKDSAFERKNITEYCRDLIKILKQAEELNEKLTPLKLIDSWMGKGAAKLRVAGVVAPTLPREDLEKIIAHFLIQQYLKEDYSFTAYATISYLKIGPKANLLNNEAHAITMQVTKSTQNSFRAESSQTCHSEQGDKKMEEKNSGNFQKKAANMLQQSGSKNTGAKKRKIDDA
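50 nM RECQ1T1 preincubated 15 min with compound in Tris pH 8.0 buffer with MgCl2, DTT, Tween-20 and 2.5 ug/ml poly(dI-dC); started with 200 nM TAMRA/BHQ-2 forked duplex and 2 mM ATP. Unwinding read as fluorescence (525/598 nm), two reads 2 h apart.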
Epigenetic derep = Quantitative High-Throughput Screen for Regulators of Epigenetic Control. murine LDR cells, GFP reporter derepression, 30 h. Potency, µM (highest dose often 53.9 µM), for inactives: at the highest dose GFP activation, usual class: activators. 280,000 tested, 0.2% active; note: % of control where 0% means no effect; nearly all actives have a fitted effect of over 60% in size
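Reporter derepression read as number of fluorescent GFP-positive objects, 20-120 um in size, counted by laser-scanning cytometer. Mouse LDR line with an epigenetically silenced CMV-GFP locus; compound incubation 30 h, 37 C.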
IMPase Li cell = qHTS Assay for Identifying the Cell-Membrane Permeable IMPase Inhibitors: Potentiation with Lithium; CHO-M1 cells, IP1 TR-FRET (IP-One), carbachol + lithium; Potency, µM (doses to about 59.4 µM), for inactives: at the top dose activity, negative = IMPase inhibition, usual class: inhibitors; 210,000 tested, 0.35% active;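 note: IP1 builds up when IMPase is blocked and the TR-FRET signal falls; plate controls were basal vehicle for no effect and high inhibitor control for full effect; nearly all actives have a fitted effect of over 50% in size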
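CHO cells stably expressing M1 receptor (2000/well) were cultured 16–30 h, then exposed to compounds with a small lithium addition for 30 min at 37C. IP1 was measured by TR-FRET competition; AC50 from Hill fits.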
Starred values were filed as active, the others as inactive; i = inactive; ? = inconclusive; . = no result given; & = joins results of further samples; [ ] = remark or other dose. Unless noted, calls come from the whole dose curve; as a rule, active = well fitted curve in the direction sought with a large enough effect; inconclusive = small, poorly fitted or top-dose-only effect, or another doubt; inactive = no such curve, though single readings can be large; an effect the other way counts as inactive or inconclusive. Potency is the fitted concentration of half-maximal effect. Not all compounds are listed; count on the stated rates, not on these rows.

SMILES	Luc counter	GoLoco inh red	SMN2 splice up	NPSR antagonist	JMJD2E inh	RECQ1 helicase	Epigenetic derep	IMPase Li cell
O=C(NCCCN1CCOCC1)C(Cl)(Cl)Cl	1%	0%	-1%	11%	5%	0%	0.0%	-2%
CNC(=O)O/N=C(\N)Cc1csc2ccc(Cl)cc12	.	0%	.	12%	-5%	-4%	-1.8%	.
O=c1c2ccccc2nc(CNc2ccccc2)n1-c1ccccc1	.	8%	.	6%	-11%	-2%	4.9%	.
COc1ccc2c(c1)CC1(CN2C)C(=O)NC(=O)N(c2ccc(C)cc2)C1=O (configuration not stated)	-1%	16%	?	-7%[46.1 µM]	?	9%	0.0%	46%[activator][38.3 µM]
Clc1cccc(C(Cl)(Cl)Cl)n1	.	-4%	-4%	.	.	16%	.	9%
CCCc1nc2ccccc2c(=O)n1-c1cccc(OC)c1	-7%	3%	-15%	-16%[46.1 µM]	-6%	-6%	0.0%	-5%[38.3 µM]
CNCCc1c[nH]c2ccc(O)cc12	0%&1%	8%&-3%	2%	?	22µM*	-2%&-5%	-0.1%&8.1%	6%&7%
Oc1ccc2c3c1OC1C(O)CC[C@]4(O)C(C2)N(CC2CCC2)CC[C@]314 (some centres not stated)	-3%	28µM*	6%	.	3%	14%	0.0%	4%
Cc1ccc(-n2c(O)c(/C=N/NC(=O)c3ccncc3)c(=O)[nH]c2=O)cc1C	0%	2%	?	8%	22µM*	-1%	-1.8%	6%
O=C/C=C/c1ccccc1	3%[39.9 µM]	-71%&-1%&-20%	8%&-17%	.	.	-4%&0%	-1.6%	6%&2%&0%
C[N+]1(CC(COCc2ccccc2)OC(=O)Cc2ccccc2)CCOCC1 (configuration not stated)	-7%	-23%	5%	6%	-9%	0%	9.5%	3%
C=C1C2C[C@H](O)C(C)(C)[C@@]2(O)[C@H](O)C[C@]23C[C@@](C)(O)[C@H](CC[C@H]12)[C@H]3OC(C)=O (some centres not stated)	-3%	0%	-39%[inhibitor]	5%	1%	-14%	-1.0%	-6%
CCOP(=O)(OCC)C(NS(=O)(=O)c1ccccc1)C(Cl)(Cl)Cl (configuration not stated)	-2%	9%	.	37%	?	15%	1.1%	4%
Fc1ccc(C(OCCN2CCN(C/C=C\c3ccccc3)CC2)c2ccc(F)cc2)cc1	-3%	13%	.	.	?	-15%	3.2%	34%[activator]
N#Cc1ccc(Cn2cc(C(=O)c3ccco3)c3ccccc32)cc1	-1%	7%	-23%	?	-14%	-19%	-1.0%	15%[38.3 µM]

Rewritten as labelled records: entries from further up.
CCCc1nc2ccccc2c(=O)n1-c1cccc(OC)c1
  Luc counter: -7%	GoLoco inh red: 3%	SMN2 splice up: -15%	NPSR antagonist: -16%[46.1 µM]	JMJD2E inh: -6%	RECQ1 helicase: -6%	Epigenetic derep: 0.0%	IMPase Li cell: -5%[38.3 µM]

Clc1cccc(C(Cl)(Cl)Cl)n1
  Luc counter: .	GoLoco inh red: -4%	SMN2 splice up: -4%	NPSR antagonist: .	JMJD2E inh: .	RECQ1 helicase: 16%	Epigenetic derep: .	IMPase Li cell: 9%

Oc1ccc2c3c1OC1C(O)CC[C@]4(O)C(C2)N(CC2CCC2)CC[C@]314 (some centres not stated)
  Luc counter: -3%	GoLoco inh red: 28µM*	SMN2 splice up: 6%	NPSR antagonist: .	JMJD2E inh: 3%	RECQ1 helicase: 14%	Epigenetic derep: 0.0%	IMPase Li cell: 4%

Looked up by compound from the list above (3):
SMILES	Luc counter	GoLoco inh red	SMN2 splice up	NPSR antagonist	JMJD2E inh	RECQ1 helicase	Epigenetic derep	IMPase Li cell
Fc1ccc(C(OCCN2CCN(C/C=C\c3ccccc3)CC2)c2ccc(F)cc2)cc1	-3%	13%	.	.	?	-15%	3.2%	34%[activator]
O=c1c2ccccc2nc(CNc2ccccc2)n1-c1ccccc1	.	8%	.	6%	-11%	-2%	4.9%	.
Clc1cccc(C(Cl)(Cl)Cl)n1	.	-4%	-4%	.	.	16%	.	9%

(continued)
SMILES	Luc counter	GoLoco inh red	SMN2 splice up	NPSR antagonist	JMJD2E inh	RECQ1 helicase	Epigenetic derep	IMPase Li cell
O=C1NC(=O)N(CCc2ccc(F)cc2)C(=O)/C1=C/c1ccco1	-5%	122%[activator]	-15%	-20%	-15%	28µM*	-1.9%	4%
S=c1[nH]c2ccccc2[nH]1	-4%	15%&8%	11%&7%	6%	-1%	4%	1.1%	-3%&12%
Cc1cccc(-n2c(O)c(C=Nc3ccccc3N)c(=O)[nH]c2=O)c1	-3%	16%	?	-17%[46.1 µM]	?	i	-2.1%	26%[38.3 µM]
CCCCCCCCc1[se]c2ccccc2c1Br	2%[39.9 µM]	2%[88.7 µM]	.	.	.	-13%[81.1 µM]	5.5%	-5%
CCCCC/C=C\C/C=C\C/C=C\C/C=C\CCCC(=O)NC(C)C(=O)O (configuration not stated)	1%	4%	?	.	-4%	i	-1.1%	14%
C[C@H]1CC[C@@H]2[C@@H](C)[C@H]3[C@H](C[C@H]4[C@@H]5CC=C6C[C@@H](O[C@@H]7O[C@H](CO)[C@H](O)[C@H](O[C@@H]8O[C@H](CO)[C@@H](O)[C@H](O)[C@H]8O)[C@H]7O[C@@H]7O[C@@H](C)[C@H](O)[C@@H](O)[C@H]7O)CC[C@]6(C)[C@H]5CC[C@]34C)N2C1	10%	41%[activator]	-41%[inhibitor]	-37%	-18%	-1%	0.9%	13%
C[C@@]12CC[C@H](O)C[C@@H]1CC[C@H]1[C@@H]2C[C@@H](O)[C@]2(C)[C@@H](C3=CC(=O)OC3)CC[C@]12O	-2%[17.1 µM]	3%[21.6 µM]	-45%[inhibitor][20.6 µM]	.	-3%[25.5 µM]	i	-1.4%[16.9 µM]	-2%
CC(=O)OC1C[C@@]2(C)C(c3ccoc3)C[C@H]3O[C@@]32[C@@]2(C)C(=O)C(O)=C3C(C)(C)C(=O)C=C[C@]3(C)C12 (some centres not stated)	0%	8%	-95%[inhibitor]	.	7%	-8%	-1.3%	32%[activator]
Nc1ccc(C2(c3ccc(N)cc3)CCCCC2)cc1	1%	10%	5%	-3%	-5%	-1%	-1.4%	7%
COc1ccc(OC)c(NP(=O)(Oc2ccc(Cl)cc2)Oc2ccc(Cl)cc2)c1	2%	10%	-17%	?	-10%	-13%	0.0%	11%
NC(=O)OCCSc1nnc(-c2cccc(C(N)=S)c2)o1	-3%	-1%	-18%	9%	-5%	1%	-1.1%	13%
Cc1ccc(-n2nc(C)c3c2OC(N)=C(C#N)C3c2ccc(F)cc2)cc1 (configuration not stated)	0%	13%	?	-1%[46.1 µM]	-5%	4%	2.0%	17%[38.3 µM]
COC(=O)CN1C(=O)CN=C(c2ccccc2Cl)c2cc(Br)ccc21	.	-2%	.	18%	-8%	i	2.1%	.
CCn1c(O)c(C=NCc2cccs2)c(=O)[nH]c1=O	5%	-1%	11%	0%[46.1 µM]	0%	-4%	0.0%	4%
CCOc1ccc(C2(C#N)CC[N+](C)(C)CC2)cc1	1%	0%	5%	9%[46.1 µM]	-1%	-2%	-0.9%	-2%[38.3 µM]
Cc1ccc(O)c(CN2CCN(c3ccccc3)CC2)c1	-6%	3%	-24%	-8%[46.1 µM]	-10%	0%	13%	18%[38.3 µM]
CN1CC[C@@]2(c3cccc(O)c3)Cc3nc4ccccc4cc3C[C@H]2C1	3%	8%	.	.	-2%	i	-0.4%	23%
CN1[C@H]2CC(=O)C[C@@H]1[C@@H](O)C2	0%[17.1 µM]	-18%[21.6 µM]	9%[20.6 µM]	.	-3%[25.5 µM]	i	1.1%[16.9 µM]	3%
O=C(Nc1ccc(F)cc1)N1CC2CC(C1)c1cccc(=O)n1C2 (configuration not stated)	1%	5%	13%	-7%[46.1 µM]	6%	-1%	-4.9%	-23%[38.3 µM]
O=c1[nH]sc2cc(F)ccc12	-1%	-34%	0%	7%	-18%	-2%	?	10%
N#CCCC#N	.	2%	-9%	.	.	-10%	.	-8%
CC(C)Oc1ccc(CCN)cc1Cl	0%	3%	-10%[1.84 µM]	8%	7%	1%	0.0%	2%
O=C(c1c[nH]c2ccc(S(=O)(=O)N3CCC4(CC3)OCCO4)cc2c1=O)N1CCC2(CC1)OCCO2	2%	5%	-10%	3%	?	-7%	-3.2%	-5%
CCC1(C)CC(=O)NC1=O (configuration not stated)	-2%&0%	-7%&-4%	3%&-4%	?	10%&5%	-8%&-2%	-1.2%&4.0%	5%&-4%
COc1ccc(NC(=O)N2CCCC3(CCN(C(=O)Oc4ccccc4)CC3)C2)cc1	-1%	-5%	-7%	.	.	-10%	.	14%
COc1ccc(C=C2C(=O)N(C)C(=O)N(C)C2=O)cc1CSc1ccccn1	0%	63%[activator]	-29%	-22%[46.1 µM]	-1%	-7%	-1.2%	14%[38.3 µM]
CC(CO)NC(=O)C1C=C2c3cccc4[nH]cc(c34)C[C@H]2N(C)C1 (some centres not stated)	-4%	3%	2%	.	?	10%	0.0%	5%
Cc1cccc(-n2c(C)nc3cc(C(=O)N4CCC5(CC4)OCCO5)ccc32)c1	2%	7%	-3%	-5%[46.1 µM]	-2%	-13%	-0.9%	17%[38.3 µM]
CN1C(=O)C(=Cc2ccccc2OCc2ccc(Cl)cc2)C(=O)N(C)C1=O	-8%	68%[activator]	?	-29%	20µM*	-2%	-1.1%	1%
Cc1nc2sccc2c(=O)n1-c1ccccc1Cl	0%	-4%	7%	1%[46.1 µM]	11%	-4%	-1.4%	-1%[38.3 µM]
CCc1[nH]nc2c1C(c1cccnc1)C(C#N)=C(N)O2 (configuration not stated)	12%	6%	-11%	?	-4%	i	-0.7%	-9%[38.3 µM]
